# Assay outcomes (PubChem)
# SSB-PriA inh: blocks PriA binding to SSB C-terminal tail. AlphaScreen SSBct-PriA binding, biotinylated peptide. inhibition, % at 33 µM. 430,000 tested, 0.6% active; in the data active = inhibition mostly above about 37%, no sharp cut-off; inactive = mostly below about 20%;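 also: plate controls were negative control peptide for no effect and reference peptide for full effect; strong numbers were not always called active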
# An asterisk follows results filed as active; & = joins results of further samples.
SMILES,SSB-PriA inh
CCOC(=O)c1nn(-c2ccc(C)cc2)c(=O)c2c(NC(=O)c3cc(-c4ccco4)on3)scc12,-17
O=C(c1cccc2ccccc12)N1C2CCC1COC2,-16
Cc1ccc(-c2cc(C(=O)NN=Cc3cccnc3)n[nH]2)o1,-7
NS(=O)(=O)c1ccc(NC(=O)c2cn(CC(O)c3ccccc3F)nn2)cc1 (configuration not stated),-27
CC(NC(=O)Oc1ccccc1)C(c1cccs1)N1CCN(c2ccccc2F)CC1 (configuration not stated),-19
CC(Cc1cccs1)NC(=O)Cc1ccccc1Cl (configuration not stated),-11
COc1ccc(S(=O)(=O)CCCC(=O)Nc2nnc(-c3ccc4c(c3)CCCC4)o2)cc1,-2
O=C(CCCSc1ccc(NC(=O)c2ccco2)nn1)Nc1ccc(F)c(F)c1,-14
O=c1c2ccccc2c2ccccc2c(=O)n1-c1ccc(F)c(Cl)c1,1
COc1ccc(NC(=O)Cc2csc(SCc3ccc(Cl)cc3)n2)c(OC)c1,-13
O=C(Nc1cc(C(F)(F)F)ccc1Cl)c1cccc(Oc2ccccn2)c1,-68
CS(=O)(=O)N1CCN=C1SCc1cccc(C(F)(F)F)c1,-22
CSc1nc2ccc3nc(NC(=O)c4ccco4)sc3c2s1,-12
COc1ccc(C(O)=C2C(=O)C(=O)N(CCCN3CCOCC3)C2c2ccc(C)cc2)cc1 (configuration not stated),-12
COC(=O)c1ccc(C(=O)OC)c(NC(=O)c2ccc3c(c2)OCCO3)c1,-14
N#Cc1cccc(-c2nnc(N)o2)c1,3
COc1cc(C(=O)NCC(c2cccs2)S(=O)(=O)c2cccs2)cc(OC)c1OC (configuration not stated),0
CN(C)c1nccc(CNC(=O)c2ccc(C(F)(F)F)cc2)n1,-4
Cc1nc2scc(C)n2c(=O)c1NC(=O)c1ccco1,-4
CN(Cc1ccccc1)C(=O)c1csc2nc(-c3ccc(F)cc3)cn12,-14
CCCc1cc(=O)n(CC(=O)Nc2nccs2)cn1,-5
CC(C)c1nc(-c2ccc(N3CCN(C(=O)c4ccc5nsnc5c4)CC3)nc2)no1,11
Cc1cc(N/C=C2/C(=O)c3sccc3N(Cc3cccc(F)c3)S2(=O)=O)no1,0
Cn1c(=O)n(Cc2c(F)cccc2Cl)c(=O)c2c1nc1oc(-c3ccc(Cl)cc3)cn12,-23
CC(CC(=O)Nc1ccc(Cl)cc1C(F)(F)F)=NNC(=O)c1cccs1,-9

# Next part.
SMILES,SSB-PriA inh
CCCc1nc(Cc2nc3ccccc3[nH]2)no1,4
CCS(=O)(=O)c1ccc(C(=O)Nc2sc(C(=O)OC)c(C)c2C#N)cc1,-16
CC(=O)NCC(=O)NC1CCN(c2ccc(-c3cccc(F)c3)nn2)CC1,0
Cc1ccc(S(=O)(=O)NCC(=O)Nc2ccc(Cl)cc2C(=O)c2ccccc2)cc1,-6&-14
O/C(=C\Sc1nnc(COc2ccc(Cl)cc2Cl)o1)c1ccc(F)cc1,8
Cc1nnc(C2CCN(C(=O)c3ccccc3Br)CC2)s1,-17
Cc1ccc(SCC2CSc3nc(=O)c4c(C)c(C)sc4n32)cc1 (configuration not stated),13
CC(=O)c1ccc(NC(=O)CN2CCC(COCc3ccc(C#N)cc3)CC2)cc1,6
COc1ccc(N2CC(NC(=O)NCc3ccc4[nH]c5c(c4c3)CCCC5)CC2=O)cc1OC (configuration not stated),10
CC(Cc1ccccc1)=NNC(=O)c1ccc(F)cc1,2
O=C(O)c1cc(Nc2nc(-c3ccccc3)c3cc(Cl)ccc3n2)ccc1O,-4
Cc1cc(NS(=O)(=O)Cc2ccc(C(F)(F)F)cc2)ccc1N1CCCCC1=O,-8
CN(C)C(CNS(=O)(=O)c1ccc2c(c1)CCCC2)c1cn(C)c2ccccc12 (configuration not stated),14
COc1ncccc1C(=O)NCCn1cnc(C)cc1=O,0
CS(=O)(=O)Nc1cccc(NC(=O)[C@@H]2CSCCC(=O)N2)c1,-11
Cc1cccnc1NC(=O)CC1CSc2ncc(C)c(=O)n21 (configuration not stated),1
Cc1cc(C)n(-c2nc(CCNC(=O)Nc3ccc4c(c3)OCO4)cs2)n1,-3
CC(=O)N1CCC(C(=O)NCc2ccccc2-c2ccsc2)CC1,-9
Cc1cc(NC(=O)c2ccc(C#N)cc2)n(-c2nc3c(F)cccc3s2)n1,-1
CC(C(=O)NCCn1nc(-n2cncn2)ccc1=O)n1nc(-c2cccs2)ccc1=O (configuration not stated),-2
Cc1nc(-c2ccc(N3CCN(C(=O)Cn4cnc5c4c(=O)n(C)c(=O)n5C)CC3)nc2)no1,-4
NNC(=O)C(=NNc1ccccc1)S(=O)(=O)c1ccc(Cl)cc1,6
NC(=S)N/N=C\c1ccc(-c2ccc([N+](=O)[O-])cc2)o1,11
COc1ccc(C)cc1Nc1nc(C(=O)Nc2cc(OC)c(OC)c(OC)c2)cs1,-2
CCNC(=S)NN=C(C)c1cccc(C(F)(F)F)c1,-1

# 30 successive entries out of the list so far:
SMILES,SSB-PriA inh
CN(Cc1ccccc1)C(=O)c1csc2nc(-c3ccc(F)cc3)cn12,-14
CCCc1cc(=O)n(CC(=O)Nc2nccs2)cn1,-5
CC(C)c1nc(-c2ccc(N3CCN(C(=O)c4ccc5nsnc5c4)CC3)nc2)no1,11
Cc1cc(N/C=C2/C(=O)c3sccc3N(Cc3cccc(F)c3)S2(=O)=O)no1,0
Cn1c(=O)n(Cc2c(F)cccc2Cl)c(=O)c2c1nc1oc(-c3ccc(Cl)cc3)cn12,-23
CC(CC(=O)Nc1ccc(Cl)cc1C(F)(F)F)=NNC(=O)c1cccs1,-9
CCCc1nc(Cc2nc3ccccc3[nH]2)no1,4
CCS(=O)(=O)c1ccc(C(=O)Nc2sc(C(=O)OC)c(C)c2C#N)cc1,-16
CC(=O)NCC(=O)NC1CCN(c2ccc(-c3cccc(F)c3)nn2)CC1,0
Cc1ccc(S(=O)(=O)NCC(=O)Nc2ccc(Cl)cc2C(=O)c2ccccc2)cc1,-6&-14
O/C(=C\Sc1nnc(COc2ccc(Cl)cc2Cl)o1)c1ccc(F)cc1,8
Cc1nnc(C2CCN(C(=O)c3ccccc3Br)CC2)s1,-17
Cc1ccc(SCC2CSc3nc(=O)c4c(C)c(C)sc4n32)cc1 (configuration not stated),13
CC(=O)c1ccc(NC(=O)CN2CCC(COCc3ccc(C#N)cc3)CC2)cc1,6
COc1ccc(N2CC(NC(=O)NCc3ccc4[nH]c5c(c4c3)CCCC5)CC2=O)cc1OC (configuration not stated),10
CC(Cc1ccccc1)=NNC(=O)c1ccc(F)cc1,2
O=C(O)c1cc(Nc2nc(-c3ccccc3)c3cc(Cl)ccc3n2)ccc1O,-4
Cc1cc(NS(=O)(=O)Cc2ccc(C(F)(F)F)cc2)ccc1N1CCCCC1=O,-8
CN(C)C(CNS(=O)(=O)c1ccc2c(c1)CCCC2)c1cn(C)c2ccccc12 (configuration not stated),14
COc1ncccc1C(=O)NCCn1cnc(C)cc1=O,0
CS(=O)(=O)Nc1cccc(NC(=O)[C@@H]2CSCCC(=O)N2)c1,-11
Cc1cccnc1NC(=O)CC1CSc2ncc(C)c(=O)n21 (configuration not stated),1
Cc1cc(C)n(-c2nc(CCNC(=O)Nc3ccc4c(c3)OCO4)cs2)n1,-3
CC(=O)N1CCC(C(=O)NCc2ccccc2-c2ccsc2)CC1,-9
Cc1cc(NC(=O)c2ccc(C#N)cc2)n(-c2nc3c(F)cccc3s2)n1,-1
CC(C(=O)NCCn1nc(-n2cncn2)ccc1=O)n1nc(-c2cccs2)ccc1=O (configuration not stated),-2
Cc1nc(-c2ccc(N3CCN(C(=O)Cn4cnc5c4c(=O)n(C)c(=O)n5C)CC3)nc2)no1,-4
NNC(=O)C(=NNc1ccccc1)S(=O)(=O)c1ccc(Cl)cc1,6
NC(=S)N/N=C\c1ccc(-c2ccc([N+](=O)[O-])cc2)o1,11
COc1ccc(C)cc1Nc1nc(C(=O)Nc2cc(OC)c(OC)c(OC)c2)cs1,-2

# More records follow.
SMILES,SSB-PriA inh
COc1cc(C(C)=O)ccc1OCC(=O)N1CCN(c2ccc3nncn3n2)CC1,5
O=c1ccc(-c2ccco2)nn1CCCNS(=O)(=O)c1ccc2c(c1)OCCO2,-5
O=c1c2cnn(CCO)c2ncn1Cc1ccc(Cl)c(Cl)c1,0
O=C(CN1C(=O)c2ccccc2C1=O)Nc1nnc(-c2ccc(F)cc2)o1,5
O=C1NC(=O)/C(=C/C(=O)c2ccccc2)S1,-5
Cc1ccc(-c2cc(=O)n(CC(=O)NCc3cccs3)cn2)cc1,-1
O=C(Nc1nnc(-c2ccc(Br)cc2)s1)c1cccc(C(F)(F)F)c1,-16
O=[N+]([O-])c1cc(Cl)cc(C=NNc2ccccn2)c1O,83
CCOC(=O)N1CCN(C(=O)Nc2nc(CC(=O)NC(C)C)cs2)CC1,-4
CCC(=NNc1nncc2ccccc12)c1ccc(F)cc1,-8
Cc1ccc(C)c(NC(=O)CCNC(=O)N2C[C@H]3C[C@H](C2)c2cccc(=O)n2C3)c1,-7
O=C(NCCC(CCO)c1ccccc1)c1ccc(C(F)(F)F)cc1 (configuration not stated),-6
O=C(Nc1cc2c3c(c1)CCN3C(=O)CC2)c1ccccc1F,-12
Cc1ccc(-n2c(-c3ccccc3)nc(=S)[nH]c2=S)cc1,-5
O=C(Cc1csc(Nc2ccccc2)n1)N1CCN(Cc2ccccc2)CC1,9
O=C(Nc1ccc2c(c1)CCCN2S(=O)(=O)c1cccs1)c1cc(Cl)ccc1[N+](=O)[O-],20
COCCn1c(SCc2nc(-c3ccc(C)cc3)oc2C)nc2ccccc2c1=O,-16
O=C(Nc1nc2c(Cl)cccc2s1)c1cccc(C(F)(F)F)c1,2
CCCCNC(=O)Cc1csc2nc(-c3ccc(OCC)cc3)cn12,8
Cc1nc(-n2cccc2)sc1C(=O)N1CCc2ncncc2C1,-6
CCN(CC)CCN(C(=O)c1ccc(C#N)cc1)c1nc2cc(C)cc(C)c2s1,-7
O=C(Nc1nc2c(s1)CCC[C@H]2C(=O)NCCC1=CCCCC1)c1ccccc1,-16
Cc1nc(-c2ccccc2)sc1C(=O)Nc1cccc(-c2ccc(N3CCCCCC3)nn2)c1,1
COc1ccc(CC(=O)N2CCN=C2SCc2ccccc2Cl)cc1OC,-4
Cc1ccc(C=Nn2c(-c3ccc(Cl)cc3)n[nH]c2=S)o1,-9

# (listing goes on)
SMILES,SSB-PriA inh
CCCCN(CC)S(=O)(=O)c1ccc2oc(-c3nc(-c4ccc(OCC)cc4)no3)c(C)c2c1,-9
COC(=O)COc1cccc2c(=O)[nH]ccc12,-4
COc1cc(Cl)ccc1C(=O)NC1CCN(c2cc(C(F)(F)F)ncn2)CC1,-6
C=CCn1c(-c2ccc(OC)cc2)cnc1SCC(=O)Nc1cccc(Cl)c1,39*
O=c1c2ccccc2ncn1N=Cc1ccccc1,-2
O=C(Cn1nnc2ccccc21)N1CCc2ncncc2C1,-7
Cn1nc(C(=O)N2CC(Oc3nc4c(Cl)cccc4s3)C2)ccc1=O,1
COc1ccc(Cl)c2sc(NNC(=O)c3ccc(S(=O)(=O)N4CCc5ccccc5C4)cc3)nc12,-7
O=C(CSc1ccc(NC(=O)c2ccco2)nn1)NCc1cccs1,-8
CN(C)C(CNS(=O)(=O)c1ccc(Cl)cc1)c1ccco1 (configuration not stated),-8
Cc1ccc(C)c2c(N)c3c(nc12)CCCCC3,1
Cc1nnc(NC(=O)COc2cccc3ccc(N4CCN(c5ccccc5)CC4)nc23)s1,-5&3
Cc1ccc(-n2ncc3c2ncn2nc(-c4ccncc4)nc32)cc1C,-20
O=C(Cc1cccc2ccccc12)NN=Cc1ccc2cccc(O)c2n1,-4
O=S(=O)(NCC1CCN(Cc2ccco2)CC1)c1ccc(F)c(Cl)c1,5
Cc1ccc2nc(C)c(NC(=O)Nc3ccc(OC(F)(F)F)cc3)c(=O)n2c1,-4
O=S(=O)(Cc1ccccc1)N1CCC(c2nnc(C3CC3)o2)CC1,-3
Cn1cc(C(=O)N2CCC(Oc3ccc(C(F)(F)F)cn3)CC2)nn1,6
NC1CCCCC1N (configuration not stated),-3
CCOc1ccc(NC(=O)c2ccc(=O)n(Cc3cccc([N+](=O)[O-])c3)c2)cc1,21
O=C(Nc1ccccc1)Nc1nc(CCC(=O)N2CCN(c3ccccn3)CC2)cs1,-8
O=C1C2C3c4ccccc4C(c4ccccc43)C2C(=O)N1NC(=O)C1(O)c2ccccc2-c2ccccc21 (configuration not stated),-27
CCC(Sc1nnc(C)c2cnn(-c3ccc(C)c(C)c3)c12)C(=O)OC (configuration not stated),-8
COc1ccc(C2CCCCN(C(=O)Cc3cccnc3)C2)cc1 (configuration not stated),-7
O=C(Nc1ccc2c(c1)CN(S(=O)(=O)c1ccccc1)CC2)c1c(F)cccc1Cl,0&5
COc1ccc(C=NNC(=O)c2ccn[nH]2)cc1COc1ccc(Cl)cc1Cl,15
CC1CCc2nc(NC(=O)c3ccc(S(=O)(=O)N4CCCCC4)cc3)sc2C1 (configuration not stated),3&23
CCN1CCN(CC(=O)Nc2cccc(F)c2)C(=O)C1=O,-19&-1

# In another format: 3 of the compounds above
COc1cc(Cl)ccc1C(=O)NC1CCN(c2cc(C(F)(F)F)ncn2)CC1
  SSB-PriA inh = -6
CCN1CCN(CC(=O)Nc2cccc(F)c2)C(=O)C1=O
  SSB-PriA inh = -19&-1
COc1ccc(C=NNC(=O)c2ccn[nH]2)cc1COc1ccc(Cl)cc1Cl
  SSB-PriA inh = 15

# A portion of the library; count on the stated rates, not on these rows.
